Screening results as filed in PubChem.
14-3-3g Raf: alters human 14-3-3 gamma binding to Raf peptide. P61981. FP, 14-3-3gamma / TMR-pS259-Raf peptide binding. inhibition, % at 40 µM. hit rate 0.19% among 160,000; in the data active means inhibition above about 30%;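 further: 0% = protein plus tracer without compound and 100% = blank with tracer alone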
Target sequence (P61981 whole entry, looked up): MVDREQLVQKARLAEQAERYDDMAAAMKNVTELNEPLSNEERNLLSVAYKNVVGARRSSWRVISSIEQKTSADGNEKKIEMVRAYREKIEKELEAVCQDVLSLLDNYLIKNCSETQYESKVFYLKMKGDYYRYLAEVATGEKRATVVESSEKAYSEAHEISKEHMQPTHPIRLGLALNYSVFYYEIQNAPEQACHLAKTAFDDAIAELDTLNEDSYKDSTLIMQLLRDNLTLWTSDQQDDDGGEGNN
Starred values were filed as active, the others as inactive; & = joins results of further samples. These rows are one share of the data (hit frequency here may not be typical).

How did CCN(CC)Cc1csc(C(N)=O)c1 do in these assays?
14-3-3g Raf: 0

Results for CCOc1ccccc1NC(=O)CCc1ccc(C)o1 ?
14-3-3g Raf: -10

What do the screens show for `CCCn1c(N2CCC(Cc3ccccc3)CC2)nc2c1c(=O)[nH]c(=O)n2C`?
14-3-3g Raf: -5

How did O=C(COc1ccccc1)N1CCN=C1SCc1ccccc1 do in these assays?
14-3-3g Raf: -2

Results for Cc1ccc(Cn2c(SCCN3CCCCC3)nc3c2c(=O)n(C)c(=O)n3C)cc1 ?
14-3-3g Raf: -11

Results for Cc1cc(=O)[nH]c(/N=C(\N)Nc2cccc3ccccc23)n1 ?
14-3-3g Raf: -2&6

What do the screens show for `CCN(CCCNc1nc(=S)[nH]c2ccccc12)c1cccc(C)c1`?
14-3-3g Raf: 4

Results for Fc1cc2c(c(Cn3c4ccccc4c4nc5cc(F)ccc5nc43)c1)OCOC2 ?
14-3-3g Raf: 1

Results for CN1CCN(CC(=O)N2CCCc3c2c(=O)oc2ccc(OCc4ccccc4)cc32)CC1 ?
14-3-3g Raf: 4

How did CC(=O)Nc1cc(C(=O)NC2CCCc3ccccc32)ccc1Sc1ccc(Cl)cc1 (centres undefined) do in these assays?
14-3-3g Raf: -5

What do the screens show for `CCOc1ccc2nc(NC(=O)C3CCN(c4cnccn4)CC3)sc2c1`?
14-3-3g Raf: -3

How did CC(C)c1cc(NC2CCCCC2)n2c(nc3ccccc32)c1C#N do in these assays?
14-3-3g Raf: 3

Results for O=C(c1cc2cc(Cl)ccc2oc1=O)N1CCOCC1 ?
14-3-3g Raf: -3

What do the screens show for `CC1CCN(S(=O)(=O)c2cccc3c2C(=O)c2ccccc2C3=O)CC1`?
14-3-3g Raf: -1

What do the screens show for `O=C(NCCCn1ccnc1)C1c2ccccc2Oc2ccccc21`?
14-3-3g Raf: 14

How did CC(C)c1nnc(NC(=O)C2c3ccccc3Oc3ccccc32)s1 do in these assays?
14-3-3g Raf: -9

What do the screens show for `Cc1cc(-c2nnc3n2N=C(c2ccc(-c4ccccc4)cc2)CS3)n[nH]1`?
14-3-3g Raf: -1

Results for CC(C)COc1ccc(C(=O)N(Cc2ccco2)C2CCS(=O)(=O)C2)cc1 (centres undefined) ?
14-3-3g Raf: -9

Results for CCCCC1=NN(C(=O)COc2ccc(Cl)c(C)c2)C(O)(C(F)(F)F)C1 (centres undefined) ?
14-3-3g Raf: -2

How did Brc1cccc(-c2nnc3sc(CNC4CCCC4)cn23)c1 do in these assays?
14-3-3g Raf: -3&0

Results for COc1ccccc1-c1n[nH]c(=S)o1 ?
14-3-3g Raf: 5&-1

How did CCCS(=O)(=O)N1CCN(C(=O)c2ccc([N+](=O)[O-])cc2)CC1 do in these assays?
14-3-3g Raf: 7

What do the screens show for `CN(C)c1ccc(C=Nc2ccc(N=Cc3ccc(N(C)C)cc3)cc2)cc1`?
14-3-3g Raf: -10

What do the screens show for `Cc1ccccc1-c1nc2cc(N=Cc3ccc([N+](=O)[O-])cc3)ccc2o1`?
14-3-3g Raf: -79

How did CCOC(=O)c1c(C2COc3ccccc3O2)csc1NC(=O)c1ccco1 (centres undefined) do in these assays?
14-3-3g Raf: -5

Results for O=[N+]([O-])c1ccc(Oc2ccc(S(=O)(=O)CC(Cl)c3ccccc3)cc2)cc1 (centres undefined) ?
14-3-3g Raf: -2

What do the screens show for `COC(=O)Nc1ccc(S(=O)(=O)N2c3ccccc3CCC2C)cc1` (centres undefined)?
14-3-3g Raf: -3

How did Cc1nc2cc(N=Cc3ccc(Cl)cc3)ccc2n1Cc1ccccc1 do in these assays?
14-3-3g Raf: -4

How did Cc1cc(NC(=O)c2ccc(F)cc2)n(-c2nc3ccccc3[nH]2)n1 do in these assays?
14-3-3g Raf: 3

Results for CCc1ccc(CNC(=O)CCc2cn(Cc3ccccc3)c3ccccc23)cc1 ?
14-3-3g Raf: 1

How did Cn1nc(C(=O)Nc2ccc(S(=O)(=O)N3CCCC3)cc2)ccc1=O do in these assays?
14-3-3g Raf: -7

Results for O=C(Nc1ccccc1)N(CCN1CCOCC1)Cc1ccccc1F ?
14-3-3g Raf: 2

Results for Cn1cnnc1SCC(=O)N1N=C(c2ccc(Br)cc2)CC1c1ccc(F)cc1 (centres undefined) ?
14-3-3g Raf: -7

Results for Cc1ccc(CNc2ccc3c(c2)OCO3)c(C)c1 ?
14-3-3g Raf: -78

What do the screens show for `CCOC(=O)C(NCc1ccc(F)cc1)(NC(=O)c1cccnc1)C(F)(F)F` (centres undefined)?
14-3-3g Raf: -5

Results for CN(C(=O)Cc1c(C(=O)O)[nH]c2ccccc12)c1ccc(Cl)cc1 ?
14-3-3g Raf: 4

Results for COc1ccc(C2/C(=C(\O)c3ccc(C)cc3)C(=O)C(=O)N2CC(C)C)c(OC)c1 (centres undefined) ?
14-3-3g Raf: 5

Results for CCS(=O)(=O)N1CCCC(C(=O)NCC2CCCO2)C1 (centres undefined) ?
14-3-3g Raf: -5

How did Cc1ccc(-c2sc3nc(-c4ccccc4)ccc3c2N)c(C)c1 do in these assays?
14-3-3g Raf: -16

Results for Cc1ccc(-c2nn(CC(=O)Nc3ccc(OC(F)(F)Cl)cc3)c(=O)c3ccccc23)cc1S(=O)(=O)N(C)C ?
14-3-3g Raf: -8

Results for Cc1cc(C)c2cc(CN(CCO)C(=O)Nc3ccc(F)cc3)c(=O)[nH]c2c1 ?
14-3-3g Raf: 2

Results for CCOc1ccc(C2=NC(c3cccc(OC)c3)NC(c3cccc(OCC)c3O)C2)cc1 (centres undefined) ?
14-3-3g Raf: 2

What do the screens show for `Cc1ccc(Cc2c(C)nc3c(C(=O)O)c[nH]n3c2=O)cc1`?
14-3-3g Raf: 4

What do the screens show for `CCOc1cccc(C2CC(c3ccc(Br)cc3)=NC(CC(C)C)N2)c1O` (centres undefined)?
14-3-3g Raf: 1

Results for O=S(=O)(NCCc1ccncc1)c1cc(Br)ccc1F ?
14-3-3g Raf: -2

Results for COc1ccc(Cl)cc1N1C(=O)CSC1c1ccccc1F (centres undefined) ?
14-3-3g Raf: -8

Results for Cc1cc(C(C#N)c2ccccc2)n2ncnc2n1 (centres undefined) ?
14-3-3g Raf: -5

Results for O=C(NCc1cccc(Cl)c1)c1ccc(N2CC3CC(C2)c2cccc(=O)n2C3)c(NC(=O)c2ccc(Br)o2)c1 (centres undefined) ?
14-3-3g Raf: -8

How did COc1cccc(NC(=O)CSc2nc(O)cc(=O)[nH]2)c1 do in these assays?
14-3-3g Raf: -63

What do the screens show for `CN(C(=O)c1ccc2c(c1)NC(=O)C(N1CCOCC1)S2)C1CCCCC1` (centres undefined)?
14-3-3g Raf: -4

Results for CCn1cc(CNC(=O)c2cc(-c3ccccc3)nc3ccccc23)c(C)n1 ?
14-3-3g Raf: -14

Results for CCOC(=O)C1CCC(CNCc2ccccc2)CC1 (centres undefined) ?
14-3-3g Raf: -4

How did O=C(Nc1cccc(F)c1)C1CCCN(S(=O)(=O)c2cccs2)C1 (centres undefined) do in these assays?
14-3-3g Raf: -2

Results for COc1ccc(NC(=O)Cn2c(=O)n(-c3ccc(Cl)cc3)c(=O)c3c(C)c(C(=O)N(C)C)sc32)c(OC)c1 ?
14-3-3g Raf: -8

How did O=[N+]([O-])c1ccc2sc(SCc3nc4ccccn4c3Br)nc2c1 do in these assays?
14-3-3g Raf: -45

Results for Cc1ccc2nc(-c3ccc(NC(=O)CN4CCN(C(=O)c5ccco5)CC4)cc3)sc2c1 ?
14-3-3g Raf: -9

How did COc1ccc(C2CC(=O)Nc3cc4c(cc32)OCO4)c(OC)c1 (centres undefined) do in these assays?
14-3-3g Raf: 5

How did COc1ccc(OC)c(NC(=O)Cc2ccccc2[N+](=O)[O-])c1 do in these assays?
14-3-3g Raf: 3

What do the screens show for `c1ccc(-c2cc3c(N4CCCCCC4)ncnc3s2)cc1`?
14-3-3g Raf: -29

What do the screens show for `O=C(O)C1CCN(c2ncccn2)CC1`?
14-3-3g Raf: 1

Quoted from the entries so far for reference:
What do the screens show for `CN(C(=O)c1ccc2c(c1)NC(=O)C(N1CCOCC1)S2)C1CCCCC1` (centres undefined)?
14-3-3g Raf: -4

Results for CCn1cc(CNC(=O)c2cc(-c3ccccc3)nc3ccccc23)c(C)n1 ?
14-3-3g Raf: -14

Results for CCOC(=O)C1CCC(CNCc2ccccc2)CC1 (centres undefined) ?
14-3-3g Raf: -4

How did O=C(Nc1cccc(F)c1)C1CCCN(S(=O)(=O)c2cccs2)C1 (centres undefined) do in these assays?
14-3-3g Raf: -2

Results for COc1ccc(NC(=O)Cn2c(=O)n(-c3ccc(Cl)cc3)c(=O)c3c(C)c(C(=O)N(C)C)sc32)c(OC)c1 ?
14-3-3g Raf: -8

How did O=[N+]([O-])c1ccc2sc(SCc3nc4ccccn4c3Br)nc2c1 do in these assays?
14-3-3g Raf: -45

Results for Cc1ccc2nc(-c3ccc(NC(=O)CN4CCN(C(=O)c5ccco5)CC4)cc3)sc2c1 ?
14-3-3g Raf: -9

How did COc1ccc(C2CC(=O)Nc3cc4c(cc32)OCO4)c(OC)c1 (centres undefined) do in these assays?
14-3-3g Raf: 5

How did COc1ccc(OC)c(NC(=O)Cc2ccccc2[N+](=O)[O-])c1 do in these assays?
14-3-3g Raf: 3

What do the screens show for `c1ccc(-c2cc3c(N4CCCCCC4)ncnc3s2)cc1`?
14-3-3g Raf: -29

What do the screens show for `O=C(O)C1CCN(c2ncccn2)CC1`?
14-3-3g Raf: 1

Continued.
What do the screens show for `CCCOC(=O)c1ccc2c(c1)C(=O)N(c1cccc3ccccc13)C2=O`?
14-3-3g Raf: 1

Results for CC1CN(Cc2cc(=O)n3ccsc3n2)CC(C)O1 (centres undefined) ?
14-3-3g Raf: -4

Results for CC(Nc1cc(N2CCN(S(=O)(=O)c3ccccc3)CC2)ccc1[N+](=O)[O-])C12CC3CC(CC(C3)C1)C2 (centres undefined) ?
14-3-3g Raf: 0

How did S=c1[nH]nc(-c2cc(-c3ccccc3)nc3ccccc23)o1 do in these assays?
14-3-3g Raf: 0

How did COc1cc(-c2nnc3sc(Cc4ccc(Cl)cc4)nn23)cc(OC)c1OC do in these assays?
14-3-3g Raf: -13

How did O=S(=O)(c1ccccc1)N1CCN(S(=O)(=O)c2ccccc2)C1 do in these assays?
14-3-3g Raf: -1&-1

Results for CCNC(=O)C1CC(=O)N(c2ccc(C)cc2)C1 (centres undefined) ?
14-3-3g Raf: 1

What do the screens show for `COCCNC(=O)c1c[nH]c2ccc(S(=O)(=O)N(C)c3ccc(F)cc3)cc2c1=O`?
14-3-3g Raf: -5

Results for CC1=C(C(=O)Nc2ccc(F)cc2)C(c2cccnc2)C2=C(CC(c3ccccc3)CC2=O)N1 (centres undefined) ?
14-3-3g Raf: -1

How did CCOC(=O)C1=C(C)NC2=C(C(=O)CCC2)C1c1cc(C)sc1SC (centres undefined) do in these assays?
14-3-3g Raf: 4

Results for CN1CCN(C2=C(Cl)C(=O)N(CCc3ccccc3)C2=O)CC1 ?
14-3-3g Raf: 2

Results for COC(=O)c1nc2n(n1)C(c1ccc(OC)c(OC)c1)C(C(=O)OC1CCCCC1)=C(C)N2 (centres undefined) ?
14-3-3g Raf: 7

Results for CCCC12CN(S(=O)(=O)c3ccccc3)CC(C)(CN(S(=O)(=O)c3ccccc3)C1)C2=O ?
14-3-3g Raf: 2

What do the screens show for `Cc1ccc(-c2nnc(Nc3cccc(Cl)c3)c3ccccc23)cc1S(=O)(=O)NCCO`?
14-3-3g Raf: 0

How did O=C(Nc1ccc(F)cc1)C1CC(=O)N(Cc2ccccc2)C(=Nc2ccccc2)S1 (centres undefined) do in these assays?
14-3-3g Raf: -3

Results for O=C(c1cccnc1)N(Cc1ccccc1)c1ccccc1 ?
14-3-3g Raf: 3

Results for COc1ccc(C2CC(c3ccccc3)Nc3nc(NC(=O)c4ccco4)nn32)cc1 (centres undefined) ?
14-3-3g Raf: -10

How did COc1cccc2c1OC1(C)CC2N(C(=O)c2ccco2)C(=S)N1c1ccc(F)cc1 (centres undefined) do in these assays?
14-3-3g Raf: -4

How did COCCn1c(SCc2cnc(-c3ccccc3)s2)nnc1-c1ccncc1 do in these assays?
14-3-3g Raf: 8

Results for COc1cccc(NC(=O)CN(c2cccc(F)c2)S(C)(=O)=O)c1 ?
14-3-3g Raf: -5

Results for Brc1ccc(Nc2nc(-c3cccs3)cs2)cc1 ?
14-3-3g Raf: -9

Results for O=c1onc2cnc3ccccc3n12 ?
14-3-3g Raf: -1

How did CSc1nnc(C)c(=O)[nH]1 do in these assays?
14-3-3g Raf: 1

Results for CCCNC(=O)c1cc(-c2cccc(Cl)c2)on1 ?
14-3-3g Raf: 1

Results for Cc1ccnc(NC(=O)CCCOc2cc(=O)n(C)c3ccccc23)c1 ?
14-3-3g Raf: -4

What do the screens show for `CCOCCCNC(=O)CC1Oc2ccc(C)cc2NC1=O` (centres undefined)?
14-3-3g Raf: -9

What do the screens show for `Cc1n[nH]c(C)c1S(=O)(=O)Nc1ccc2c(c1)OCCO2`?
14-3-3g Raf: -2&-4

How did O=C1C2C(c3ccccc3)OC3(C(=O)c4ccccc4C3=O)C2C(=O)N1c1cc(C(F)(F)F)ccc1Cl (centres undefined) do in these assays?
14-3-3g Raf: -12

Results for NC(=O)Cn1c(=O)n(Cc2ccccc2)c(=O)c2cc(Cl)ccc21 ?
14-3-3g Raf: -11

How did CCCCC(C(=O)Nc1ccc(F)cc1)N1C(=O)c2ccccc2C1=O (centres undefined) do in these assays?
14-3-3g Raf: -10

Results for O=C(Cn1c(=O)n(CCCC(=O)NC2CCCC2)c(=O)c2ccccc21)NCCC1=CCCCC1 ?
14-3-3g Raf: 1

Results for COc1cccc(-n2nnc3c(=O)n(Cc4ccc(Br)cc4)cnc32)c1 ?
14-3-3g Raf: -1

How did Cc1cccn2cc(-c3cccc(NC(=O)c4cccnc4)c3)nc12 do in these assays?
14-3-3g Raf: 1

Results for Cc1ccc(-n2c(N)c(C(=O)Nc3ccccc3)sc2=S)cc1C ?
14-3-3g Raf: 6

How did Cc1cccc(CCNC(=O)c2c[nH]c3ccc(S(=O)(=O)Nc4cccc(C(F)(F)F)c4)cc3c2=O)c1 do in these assays?
14-3-3g Raf: -8

Results for Brc1csc(C=Nc2ccc3c(c2)OCCOCCOCCOCCO3)c1 ?
14-3-3g Raf: -5

What do the screens show for `O=c1c2c(-c3ccccc3)csc2nc2c3ccccc3c(NCCCN3CCOCC3)nn12`?
14-3-3g Raf: -16
